Tb MetRS inh: Trypanosoma brucei MetRS inhibition. purified T. brucei MetRS, ATP depletion, Kinase-Glo luminescence. hit rate 0.4% among 360,000. inhibition, % at 11.9 µM. AID 624268;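 active = inhibition above a per-plate cutoff of the control wells' mean inhibition plus 3 SD, cut at about 5.5% in these data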;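 note: 0% = DMSO wells median and 100% = median of wells with control inhibitor compound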
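Measured by: Kinase-Glo luciferase luminescence reporting remaining unconsumed ATP. Material: purified T. brucei MetRS enzyme. Doses: 11.9 µM compound single dose, 0.9% DMSO. Medium: HEPES buffer containing pyrophosphatase, BSA, spermine, DTT. Times: 15 min preincubation, 2 h reaction, all 25 °C. Reagent: methionine, ATP and bulk E. coli tRNA.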
SKN-1 block: blocks SKN-1 activity in C. elegans. C. elegans VP596 Pgst-4::GFP/RFP ratio, acrylamide-induced, 24 h. inhibition, % at 21.8 µM. hit rate 0.49% among 360,000. AID 624304;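 active = interference check ratio from 0.5 to 1.5 plus GFP to RFP signal ratio inhibition reaching or exceeding a fixed threshold, cut at about 30% in these data, passing the limit was not always enough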; note: some compounds called inactive have numbers as strong as hits
CendR NRP1 mod: NRP-1/CendR interaction modulation; FAM-RPARPAR peptide binding to NRP-1, fluorescence polarization; inhibition, % at 25 µM; hit rate 0.85% among 360,000;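 active = inhibition or corrected inhibition above about 18%, plus a signal ratio from 0.5 to 1.5, limit read from the data, passing the limit was not always enough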; note: strong numbers were not always called active
STEP inh: STEP (human) phosphatase inhibition; P54829; recombinant STEP, OMFP fluorogenic substrate, fluorescence; inhibition, % at 20 µM; hit rate 0.25% among 360,000; AID 588621;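 active = inhibition at 20 µM, scaled per plate between control wells, above about 37%, limit read from the data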;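 note: 0% = DMSO with enzyme and substrate and 100% = substrate only without enzyme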
Target sequence (P54829 whole entry, looked up): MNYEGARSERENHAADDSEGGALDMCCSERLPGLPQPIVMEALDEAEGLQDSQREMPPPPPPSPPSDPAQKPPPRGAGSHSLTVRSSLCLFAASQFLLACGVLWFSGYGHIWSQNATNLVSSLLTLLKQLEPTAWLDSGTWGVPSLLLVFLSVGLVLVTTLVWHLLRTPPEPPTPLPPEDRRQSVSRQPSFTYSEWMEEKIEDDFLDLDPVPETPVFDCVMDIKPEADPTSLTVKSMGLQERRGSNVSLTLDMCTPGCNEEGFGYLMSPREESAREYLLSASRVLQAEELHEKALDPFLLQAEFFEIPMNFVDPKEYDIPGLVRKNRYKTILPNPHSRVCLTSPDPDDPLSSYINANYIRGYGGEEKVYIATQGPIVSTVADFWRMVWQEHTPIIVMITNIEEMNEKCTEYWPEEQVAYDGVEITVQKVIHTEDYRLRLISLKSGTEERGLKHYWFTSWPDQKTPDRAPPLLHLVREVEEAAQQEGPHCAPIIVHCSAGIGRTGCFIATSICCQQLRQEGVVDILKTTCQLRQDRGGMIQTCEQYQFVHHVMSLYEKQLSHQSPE
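Assay system: isolated STEP enzyme. Buffer or medium: pH 6.0 Bis-Tris with DTT and Tween 20. Also added: fluorogenic phosphatase substrate OMFP at 25 µM final. Dosing: 20 µM, 1% DMSO. Timing: 20 min reaction, room temperature, in the dark. Measured by: fluorescence intensity, excitation 480 nm, emission 540 nm. Evaluation: normalized % inhibition.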
LMPTP inh: LMPTP (human) inhibition; recombinant LMPTP-A, OMFP fluorogenic substrate, fluorescence intensity; hit rate 0.22% among 360,000; AID 651560; inhibition, % at 20 µM;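 active = compounds that cut the enzyme signal by at least half of the control window in the single-dose screen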;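 note: plate controls were DMSO wells with enzyme plus substrate for no effect and substrate without enzyme for full effect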
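material = LMPTP-A | quantity = 0.625 nM enzyme | reagent = OMFP substrate, 400 µM final | buffer or medium = Bis-Tris pH 6.0, DTT, detergent | detection = endpoint fluorescence intensity from OMFP dephosphorylation | dosing = single 20 µM dose | read-out basis = % inhibition relative to no-enzyme and uninhibited control wells | control set = no-enzyme and uninhibited controls | timing = 50 min at room temperature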
Neddyl block: blocks human cullin neddylation; hit rate 0.58% among 360,000; P61081+Q13564; TR-FRET cullin neddylation, biochemical; calls only at 25 µM; in the data active = inhibition above about 36%
DNMT1 inh: inhibitors of human DNMT1. P26358. DNMT1 molecular beacon, Hinp1I cleavage, fluorescence. inhibition (reported as % activation of signal), % at 10 µM. hit rate 0.83% among 360,000. AID 588458; in the data active = inhibition above about 50%
NadD block: NadD (S. aureus) enzyme inhibition | purified NadD enzyme, colorimetric absorbance read-out | inhibition, % at 20 µM | hit rate 0.78% among 360,000 | AID 602399; in the data active = inhibition above about 26%; note: some compounds past the cut are filed as inactive
SUMO1-SIM PPI: modulators of human SUMO1-mediated protein-protein interactions. SUMO1 binding to a labelled peptide, TR-FRET, 1 h. hit rate 0.33% among 360,000. inhibition, % at 20 µM. P63165; in the data active = inhibition above about 37%
Target sequence (P63165 whole entry, looked up): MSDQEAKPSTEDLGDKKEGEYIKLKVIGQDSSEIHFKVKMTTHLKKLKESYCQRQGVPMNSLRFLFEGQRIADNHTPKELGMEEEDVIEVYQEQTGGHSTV
Scp1 inh: inhibitors of human Scp-1 phosphatase; Q9GZU7; Recombinant Scp1, phosphopeptide, malachite green phosphate absorbance; inhibition, % at 20 µM; hit rate 0.88% among 340,000; AID 493091;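 active = inhibition above about 50% at 20 µM, limit read from the data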;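 note: plate controls were DMSO wells with enzyme for no effect and wells lacking enzyme for full effect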
Target sequence (Q9GZU7 76-261 limits assumed): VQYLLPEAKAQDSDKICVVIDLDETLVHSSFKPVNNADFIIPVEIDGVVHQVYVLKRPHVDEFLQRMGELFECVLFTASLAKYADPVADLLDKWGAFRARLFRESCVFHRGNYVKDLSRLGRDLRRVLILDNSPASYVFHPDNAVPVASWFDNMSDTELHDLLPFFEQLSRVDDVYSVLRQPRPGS
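assay system = SCP-1 phosphatase catalytic domain, residues 76-261 | buffer or medium = 50 mM Tris acetate pH 5.5, 0.005% Tween-20, 10 mM MgCl2 | incubation = enzyme reaction 45 min at room temperature, colour 5 min, stabilisation 30 min | signal = Phosphate-binding colour reagent, absorbance read at 630 nm | measure = % inhibition at 20 µM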
* = called active by the depositor; i = inactive; nt = not tested or not shown.

compound,Tb MetRS inh,SKN-1 block,CendR NRP1 mod,STEP inh,LMPTP inh,Neddyl block,DNMT1 inh,NadD block,SUMO1-SIM PPI,Scp1 inh
O=C(NC1CCCCC1)c1cc([N+](=O)[O-])ccc1N1CCOCC1,-0.1,-2,9,1,-7.9,i,-1,1,-11,-2
c1ccn2c(CNc3ncnc4sccc34)nnc2c1,0.7,4,-7,4,1.0,i,0,3,5,-1
CCC(C)Nc1nc2c(c(=O)[nH]c(=O)n2C)n1CCOc1ccccc1 (stereo unspecified),-1.4,9,6,-1,-1.1,i,-4,-5,2,-10
O=C(NCCSc1ccccc1)c1ccccc1Cl,-1.2,6,-8,-2,-1.0,i,5,-3,2,0
CCCCCCCCC(=O)N/N=C/c1ccccn1,2.9,-3,-6,-3,0.6,i,-1,-2,-2,0
COc1ccc(-c2noc(CN(C)Cc3ccccc3)n2)cc1,-1.4,24,-3,-1,-0.2,i,0,-8,6,-6
CCOc1ccc(C(=O)Cn2cnc3ccccc3c2=O)cc1,-0.7,-24,0,-2,-0.5,i,-5,2,1,-4
COc1cccc(NC(=O)c2nnn(CCc3ccccc3)c2N)c1,0.0,-1,0,-4,-0.1,i,1,-9,0,-12

Among those listed so far, two have an aryl methoxy group.
compound,Tb MetRS inh,SKN-1 block,CendR NRP1 mod,STEP inh,LMPTP inh,Neddyl block,DNMT1 inh,NadD block,SUMO1-SIM PPI,Scp1 inh
COc1ccc(-c2noc(CN(C)Cc3ccccc3)n2)cc1,-1.4,24,-3,-1,-0.2,i,0,-8,6,-6
COc1cccc(NC(=O)c2nnn(CCc3ccccc3)c2N)c1,0.0,-1,0,-4,-0.1,i,1,-9,0,-12

Arranged by the number under CendR NRP1 mod (falling): 3 from the list above.
smiles	CendR NRP1 mod
CCCCCCCCC(=O)N/N=C/c1ccccn1	-6
c1ccn2c(CNc3ncnc4sccc34)nnc2c1	-7
O=C(NCCSc1ccccc1)c1ccccc1Cl	-8

The listing continues.
compound,Tb MetRS inh,SKN-1 block,CendR NRP1 mod,STEP inh,LMPTP inh,Neddyl block,DNMT1 inh,NadD block,SUMO1-SIM PPI,Scp1 inh
CN(C(=O)COC(=O)c1ccccc1Cc1ccccc1)c1c(N)n(Cc2ccccc2)c(=O)[nH]c1=O,-0.4,-7,3,-1,0.5,i,89*,4,-1,-1
COc1ccc(-n2nnnc2/C=C\Nc2ccc(C)cc2)cc1,-1.1,19,-6,4,-0.2,i,2,4,1,-1
Nc1cccc(C(=O)OCC(=O)c2ccccc2)c1,0.3,6,-8,0,-1.3,i,-1,-1,1,-10
COc1ccc(C(CC(=O)N2CCCC(C)C2)c2c(O)cc(OC)cc2OC)cc1 (stereo unspecified),-0.4,-7,10,0,-3.2,i,0,-1,2,3
CS(=O)(=O)N(CCc1ccccc1)CC(=O)N1CCCC1,0.1,6,9,2,-1.8,i,2,-7,-7,-9
CC(=O)Nc1cc(-c2ccccc2N(C)C)cn2c(-c3ccccc3)cnc12,0.2,11,11,-3,1.4,i,-2,-1,-18,nt
Clc1cccc(Nc2ncnc3c2cnn3-c2ccccc2)c1,0.3,14,3,5,2.9,nt,-12,2,3,-3
COc1ccc(S(=O)(=O)NCC2CCCN(C(=O)c3occc3C)C2)cc1 (stereo unspecified),2.2,6,12,-2,-0.5,i,4,-4,-3,0
Cc1ccc(Br)cc1S(=O)(=O)Nc1cccnc1,-2.6,5,-10,-4,-2.2,i,0,-2,20,-2
O=C(NCCc1ccc(Cl)cc1)c1ccc(S(=O)(=O)N2CCCC2)cc1,-0.3,-2,8,0,-0.4,i,1,-2,4,-7
COc1ccc(NC(=O)COC(=O)C2C3CC4OC(=O)C2C4C3)cc1 (stereo unspecified),-0.1,-6,-4,1,-0.9,i,-3,-3,10,1
CCOc1ccc(NC(=O)CN2C(=O)C(C)SC(C)C2=O)cc1 (stereo unspecified),-0.7,-4,25*,2,-0.1,i,3,-6,8,-4
O=C1N[C@H](Cc2c[nH]c3ccccc23)COC(=O)[C@H](Cc2ccc(F)cc2)C/C=C\C[C@H]1CC(=O)N(CCO)Cc1ccccc1,-0.2,16,23*,1,4.1,i,-35,14,13,5
COc1cc(/C=C/C(=O)OCc2cn3cc(Cl)ccc3n2)ccc1O,-1.7,10,0,1,3.9,i,-5,1,-13,12
COc1ccccc1CC(=O)c1ccc(OCc2ccccc2)cc1,-0.3,4,-9,4,2.3,i,11,8,2,-14
COc1cc(F)cc(-c2ccc3c(c2)c(-c2cccs2)c(-c2cc(OC)cc(OC)c2)n3C)c1,-0.1,12,-4,-3,4.0,i,-2,16,-3,-9

Profiles as entered above. Values in the order: Tb MetRS inh	SKN-1 block	CendR NRP1 mod	STEP inh	LMPTP inh	Neddyl block	DNMT1 inh	NadD block	SUMO1-SIM PPI	Scp1 inh
Shown for O=C(NCCSc1ccccc1)c1ccccc1Cl : -1.2	6	-8	-2	-1.0	i	5	-3	2	0
Shown for COc1ccc(-c2noc(CN(C)Cc3ccccc3)n2)cc1 : -1.4	24	-3	-1	-0.2	i	0	-8	6	-6
Shown for c1ccn2c(CNc3ncnc4sccc34)nnc2c1 : 0.7	4	-7	4	1.0	i	0	3	5	-1

The listing continues:
compound,Tb MetRS inh,SKN-1 block,CendR NRP1 mod,STEP inh,LMPTP inh,Neddyl block,DNMT1 inh,NadD block,SUMO1-SIM PPI,Scp1 inh
CN(C)S(=O)(=O)Oc1ccc(C(=O)Nc2cccc(C(F)(F)F)c2)cc1,-0.8,5,8,0,2.9,i,3,-9,4,-11
Cc1ccccc1CN1CCC(n2nccc2NC(=O)c2ccc3c(c2)OCO3)CC1,-0.2,20,-1,0,2.2,i,0,-5,7,-8
Cc1cc2c(cc1S(=O)(=O)CCC(=O)N1CC(C)CC(C)C1)OCC(=O)N2 (stereo unspecified),-1.1,-8,-4,-4,-0.1,i,2,-4,-1,6
C=CCO/N=C/C1C(=O)CC(C)(C)CC1=O,-0.1,-9,-11,-1,-0.4,i,-2,-5,-2,1
CCN(Cc1cnn(C)c1)C(=O)CC1C(=O)NCCN1Cc1cccc(OC)c1OC (stereo unspecified),-0.9,0,1,-2,-0.4,i,0,5,2,-3
Cn1c(=O)cc(SCC(=O)N2CCOCC2)c2ccc(Cl)cc21,-0.6,-4,2,1,-2.4,i,2,-1,7,-13
CCCCn1c(C(C)NC(=O)c2cccs2)nc2ccccc21 (stereo unspecified),0.3,15,3,2,-0.4,i,-2,-3,1,-6
COc1cc2cc(CN(Cc3cccnc3)C(=O)Nc3ccccc3)c(=O)[nH]c2cc1OC,0.1,1,2,-3,0.0,i,3,-1,3,-8
O=C(NC1CCCCC1)C(c1ccncc1)N(C(=O)c1csnn1)c1ccccc1 (stereo unspecified),-0.7,-13,2,1,0.0,i,0,-4,2,-5
Cc1ccc(N2CCOCC2)c2c1C(=O)c1ccccc1C2=O,-0.4,3,0,2,1.3,i,6,-2,-29,-1
c1ccc2c(c1)nc(N1CCOCC1)c1nnnn12,-0.3,16,-19,-1,-0.6,i,1,2,-6,-11
CCCC1(CCC)NC(=O)N(CC(=O)Nc2ccccc2OC)C1=O,-0.3,-23,7,-3,-1.6,i,0,0,2,0
Nc1ccc2nc[nH]c2c1,0.0,4,11,1,2.5,i,-17,13,33,-15
O=C(NC1CCCC1)c1cc2c(ccc3ccccc32)o1,-0.2,14,8,5,0.5,i,1,2,-14,-7
CCCc1[nH]nc2c1C(c1ccc(O)cc1OCC)C(C#N)=C(N)O2 (stereo unspecified),-0.9,34,7,0,-1.3,i,-13,2,-4,2
COCCNC(=S)NC1CC2CCCC(C1)N2Cc1ccco1 (stereo unspecified),-1.1,-2,-9,0,-1.2,i,1,2,0,7
CCCS(=O)(=O)N1CCN(Cc2ccccc2OCC)CC1,4.0,-22,4,1,-2.9,i,-2,-3,2,-17
O=C(CSc1nc2ccccc2c(=O)n1Cc1ccco1)N1CCCC1,-0.8,2,-5,-2,-1.2,i,3,-1,0,-4
CCN(CC)C(=O)CN1C(=O)C(=O)c2ccccc21,-0.3,-9,2,5,-0.7,i,-4,8,-11,-4
CCCOc1c(Br)cc(C(=O)NCC)cc1OC,-0.6,12,4,0,-1.6,i,-2,4,-2,-5
O=C(Nc1cccc(-c2csc(Nc3ccccc3)n2)c1)c1ccccc1,-0.2,46*,-20,-1,5.7,i,-36,17,2,6
CCCCN(CC)CCNC(=O)c1cc2c(=O)n(C)c3ccccc3c2n1C,-0.9,-3,3,1,-0.3,i,5,-1,7,7
COc1ccc(CNC(=O)CN(CC2CCCO2)C(=O)CNS(=O)(=O)c2ccc(C)cc2)cc1 (stereo unspecified),-0.5,8,6,2,-1.3,i,-1,-4,1,-10
COc1ccc(C(=O)NCC(=O)OCC(=O)Nc2sccc2C#N)cc1OC,0.8,3,-14,4,7.0,i,12,-3,20,31
Cc1ccccc1NC(=S)Nc1ccc2[nH]c(=O)[nH]c2c1,-0.6,1,18,2,-0.5,i,-3,-5,5,-1
COc1ccc(/C=N/NC2=NS(=O)(=O)c3ccccc32)cc1,-0.3,4,-10,2,-0.7,i,0,-1,-12,-11
